NPYLR7 agonist: agonists of mosquito NPYLR7 receptor, primary screen, cell-based, Aedes aegypti, calcium fluorescence, mosquito biting behavior; Aedes aegypti neuropeptide Y-like receptor 7 (NPYLR7); HEK293T NPYLR7/Galpha15, GCaMP6s calcium fluorescence; activation, % at 10 µM; 0.15% of 270,000 active; in the data active = activation above about 40%;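 note: 0% = vehicle and 100% = reference agonist at the receptor; some compounds past the cut are filed as inactive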
mcGAS lum: cyclic GMP-AMP synthase inhibitors, mouse, primary biochemical chemiluminescence; recombinant cGAS, Kinase-Glo ATP depletion luminescence; inhibition, % at 12.5 µM; 0.15% of 160,000 active;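 note: 0% = negative control wells and 100% = reference inhibitor with no enzyme activity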
hcGAS lum: Primary biochemical luminescence assay for human cyclic GMP-AMP synthase inhibitors. Q8N884. recombinant h-cGAS, ATP depletion, Kinase-Glo luminescence. inhibition, % at 12.5 µM. 0.081% of 290,000 active. AID 1259398, 2018;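 note: 0% = vehicle reaction and 100% = reaction without DNA for no activity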
Target sequence (Q8N884 whole entry, looked up): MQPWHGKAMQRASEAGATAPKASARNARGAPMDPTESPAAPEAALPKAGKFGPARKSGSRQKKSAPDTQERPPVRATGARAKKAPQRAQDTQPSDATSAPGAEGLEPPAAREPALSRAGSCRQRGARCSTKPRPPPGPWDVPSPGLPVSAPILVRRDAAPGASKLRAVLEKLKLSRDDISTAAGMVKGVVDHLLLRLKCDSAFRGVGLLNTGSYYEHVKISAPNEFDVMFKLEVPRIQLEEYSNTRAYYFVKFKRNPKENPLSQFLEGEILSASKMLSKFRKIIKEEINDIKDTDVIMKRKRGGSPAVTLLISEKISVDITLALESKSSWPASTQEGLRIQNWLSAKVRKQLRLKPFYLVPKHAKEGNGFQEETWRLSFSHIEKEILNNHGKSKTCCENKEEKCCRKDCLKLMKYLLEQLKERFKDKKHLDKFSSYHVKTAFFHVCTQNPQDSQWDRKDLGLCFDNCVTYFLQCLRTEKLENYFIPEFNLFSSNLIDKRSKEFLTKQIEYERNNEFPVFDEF
* = called active by the depositor; nt = not tested or not shown; & = joins results of further samples. Cut-off read from the data, not from the text of the source, unless noted: active = inhibition above about 40%; inactive = the rest.

Order of results: NPYLR7 agonist	mcGAS lum	hcGAS lum
- CCOC(=O)C1=C(O)/C(=C\c2ccc3c(c2)OCCO3)SC1=Nc1ccc(OC)c(OC)c1
→ 6.7	-5.2	-3.4
- Cc1cccc(CNC(=O)c2coc(CN3CCN(Cc4ccccc4)CC3)n2)n1
→ 3.0	nt	-6.5
- O=C(NCC1CCCN1c1cccnn1)c1c(F)cccc1Cl (stereo unspecified)
→ 1.6	nt	-5.5
- O=C(c1coc(Cn2cnc3ccccc32)n1)N(Cc1ccccn1)CC1CCCO1 (stereo unspecified)
→ -1.5	-11.2	-11.8
- CC(C)Oc1ccccc1CNCCOc1ccccn1
→ 6.8	nt	-4.9
- O=C(OCc1cc(=O)n2ccccc2n1)c1ccc(Cn2cncn2)cc1
→ -1.5	nt	-6.1
- O=C(NCc1ccccc1-n1cncn1)c1ncc[nH]1
→ 22.1	-7.0	-1.3
- Cc1cccc2c(-c3c(-c4ccccc4)ncn3CCN)cn(C)c12
→ 7.0	nt	-2.1
- CS(=O)(=O)N1CCC(CNC(=O)C(=O)Nc2ccc(OC(F)(F)F)cc2)CC1
→ -3.4	nt	-2.6
- COc1ccc2c(c1)CN(CC(O)Cn1cccn1)CC2 (stereo unspecified)
→ 6.8	-6.2	-7.3
- COc1cc(C)ccc1OCc1nc(C(=O)N2CCN(C(C)=O)CC2)cs1
→ 3.4	-5.3	-4.0
- CCc1nc(CN2CCc3onc(-c4cccc5ccccc45)c3C2)c(C)[nH]1
→ -4.0	2.0	-2.1
- O=c1[nH]c2ccccc2n1CCc1nc(-c2cccnc2)no1
→ 19.5	nt	-8.1
- COc1ccc(C2SCCN2C(C)=O)cc1OCc1ccccc1 (stereo unspecified)
→ 17.5	-5.2	-6.4
- Cc1ncccc1C(=O)N1CCC(Cc2ccccc2Cl)(C(=O)O)CC1
→ nt	-13.8	-4.9
- Cc1ccc(/C=C2/SC(=S)N(CN3CCOCC3)C2=O)cc1
→ -2.4	10.4	7.7
- CCN1CCN(C(=O)CCN(CCOC)c2nc(C3CC3)nc3ccccc23)CC1
→ nt	-4.3	-5.4
- O=C(CSc1ncnc2sccc12)N1N=C(c2cccs2)CC1c1ccco1 (stereo unspecified)
→ 0.8	nt	-2.3
- Cn1cccc1CN1CCC1(C)C(=O)Nc1cccc(NS(C)(=O)=O)c1 (stereo unspecified)
→ 4.0	nt	-6.9
- O=C(C1CCCN1c1nc(Cc2ccc(Cl)cc2)ns1)N1CCN(c2cccc(Cl)c2)CC1 (stereo unspecified)
→ 20.2	-5.6	-2.5
- CC(=O)Oc1cccc(C(=O)Nc2cccc(C(=O)Nc3nccs3)c2)c1
→ -6.6	-5.2	-5.3
- Nc1ccc(S(=O)(=O)Nc2ccc(Cl)cc2)cc1N
→ 4.4	-3.9	-6.7
- CCOc1cc(C2C3=C(CCCC3=O)OC(=N)C2C#N)ccc1O (stereo unspecified)
→ 1.8	-3.4	-2.4
- COc1ccc(C(=O)NCC2c3cc(OC)c(OC)cc3CCN2Cc2ccccc2F)cc1 (stereo unspecified)
→ 5.2	1.9	1.4
- CCOc1ccc(NC(=O)N2CCc3cc(OC)c(OC)cc3C2CNC(=O)c2cccc(OC)c2)cc1 (stereo unspecified)
→ 5.7	-3.1	-3.4
- O=C1CCCC2=C1C(c1cccnc1)C1C(=O)CCCC1=N2 (stereo unspecified)
→ -3.3	nt	0.1
- CC(=O)Oc1ccc(/C=C2N=C(/C=C/c3cccc(Cl)c3Cl)OC\2=O)cc1
→ -4.7	nt	-3.3
- COc1ccc(/C=C2\C=C(c3ccccc3)N(c3ccc(N(C)C)cc3)C2=O)cc1Br
→ -0.2	-5.9	-4.1
- CCOC(=O)c1c[nH]c2c(OC)cccc2c1=O
→ -3.4	nt	3.4
- COC(=O)c1ccc(CSc2ccc3nnc(-c4ccccc4)n3n2)o1
→ 4.4	-3.4	-4.7
- O=C(Nc1cccnc1)c1ccc(-c2ccc3c(c2)OCCO3)o1
→ -2.9	nt	-0.1
- Cc1c(C(=O)NCC(C)C)sc(=O)n1Cc1ccc(F)cc1
→ 4.8	nt	-4.2
- c1ccc(COc2ccc(OCCCn3cnc4ccccc43)cc2)cc1
→ -5.0	nt	-8.4
- C=CCNC(=O)CSc1n[nH]c(C)c1[N+](=O)[O-]
→ 4.9	nt	-3.1
- Cc1cc(C)cc(N2CCCn3c2nc2c3c(=O)n(CCC(C)C)c(=O)n2C)c1
→ -5.5	-8.1	-4.8
- c1ncn(-c2ccc(CN(Cc3ccsc3)CC3CCCO3)cc2)n1 (stereo unspecified)
→ -1.1	-11.6	-6.9
- COC(=O)c1ccc(NC(=O)COc2coc(CN3CCc4ccccc43)cc2=O)cc1
→ 1.1	-6.5	-3.5
- COc1ccc(-c2cnc3ncnn3c2N2CCN(C(=O)c3c(F)cc(F)cc3F)CC2)cc1
→ 21.7	-4.3	-0.1
- CC(C)c1nc(CC(=O)NC(CC(=O)O)c2ccccc2Cl)cs1 (stereo unspecified)
→ 2.0	-2.8	-4.8
- CCOC(=O)Cc1csc2nc3sc4c(c3c(=O)n12)CCCC4
→ 6.4	nt	-2.0
- CC(C)CN1CCC(CNC(=O)c2ccc(N3CCOC(C)(C)C3)nc2)C1 (stereo unspecified)
→ 27.0	-9.7	-4.6
- Cc1nc(NCCS(=O)(=O)NCC2CCC2)nc(N(C)C)n1
→ -3.9	nt	-4.9
- Cc1ccc(C2=NNC(=NCc3ccc4c(c3)OCO4)SC2)s1
→ 7.3	-7.9	-6.1
- c1ccc2c(c1)oc1cc(-n3ncnn3)ccc12
→ 1.7	-1.4	0.2
- CCOC(=O)C1CCN(S(=O)(=O)c2ccc(C)c([N+](=O)[O-])c2)CC1
→ 9.3	nt	0.4
- CSc1nc(NS(=O)(=O)c2cc(Br)ccc2Br)cc(=O)[nH]1
→ -5.8	nt	-6.9
- CC(OC(=O)c1cccn1C)C(=O)Nc1cccc(N2CCCC2=O)c1 (stereo unspecified)
→ 5.9	nt	-4.3
- O=C(Nc1cccc(-c2ccc(N3CCOCC3)nn2)c1)c1ccco1
→ -5.4	-3.4	0.5
- CNC(=O)c1ccc(OCC(=O)c2cnc(N3CCCCC3)s2)cc1
→ 1.0	-16.0	-7.8
- CCn1c(C2CCCN(C(=O)c3cnc(OC)nc3)C2)nn(C)c1=O (stereo unspecified)
→ 12.6	nt	1.8
- Cc1cccc(C(O)(C(=O)NN2CCCCC2)c2cccc(C)c2)c1
→ 0.0	nt	-6.4
- CC(C)CNC(=O)CCCn1nc(-c2ccc(F)cc2)ccc1=O
→ 0.2	-6.5	-4.0
- CCCCCOC(=O)Nc1nc(=O)n(C2O[C@H](C)[C@@H](O)[C@H]2O)cc1F (stereo partly specified)
→ -2.7	nt	-0.1
- Cc1ccc(-n2cc(CNCCc3ncc(C)[nH]3)c(-c3ccc(F)cc3)n2)cc1
→ 3.6&6.3	-10.4	2.5&-8.4
- COc1ccccc1/C(C)=C/C(=O)N(C)Cc1ccc(F)cc1F
→ 7.3	nt	-9.2
- NS(=O)(=O)c1ccc(CNC(=S)c2ccc3c(c2)OCO3)cc1
→ 8.5	nt	-7.0
- c1cc(-n2cnnc2)cc(-n2cnc3ccccc32)c1
→ -11.3	-10.6	1.9
- CC(c1nc(C2CC2)no1)N1CCCC(C2(C)NC(=O)N(C)C2=O)C1 (stereo unspecified)
→ 2.5	nt	5.3
- CN1CCN(Cn2c(=S)oc3ccccc32)CC1
→ 1.4	-3.8	1.1
- CCC(NC1CCN(c2ccc(C(=O)NC3CCCC3)cc2)CC1)c1nc2ccc(C)cc2[nH]1 (stereo unspecified)
→ 14.5	-9.4	-8.2

Laid out differently: entries from further up
Molecule | NPYLR7 agonist | mcGAS lum | hcGAS lum
c1cc(-n2cnnc2)cc(-n2cnc3ccccc32)c1 | -11.3 | -10.6 | 1.9
CC(c1nc(C2CC2)no1)N1CCCC(C2(C)NC(=O)N(C)C2=O)C1 (stereo unspecified) | 2.5 | nt | 5.3

The listing continues.
Order of results: NPYLR7 agonist	mcGAS lum	hcGAS lum
- Cc1ccccc1-c1ccc(C(=O)N2CCC3(CC2)CNC(=O)C3)cc1
→ -1.2	-13.1	-3.5
- Cc1nc2c(OCc3cc(Cl)cc(Cl)c3)cccn2c1N(C)CC1CC1
→ 7.1	-1.4	-4.1
- CC(C)CC(C(=O)NCc1ccc(F)cc1)N1C(=O)CSC1c1ccc(F)cc1F (stereo unspecified)
→ 3.3	-7.9	-5.4
- OC1CCCN(Cn2nc(-c3ccccc3)n(-c3ccc(F)cc3F)c2=S)C1 (stereo unspecified)
→ -11.1	nt	-2.5
- COc1ccccc1NC(=O)N(Cc1cccc(F)c1)CC1CC(c2ccccc2C)=NO1 (stereo unspecified)
→ 25.7	-9.9	-9.6
- Cc1cc(-c2cc(C(=O)NCC(=O)NCc3ccco3)c3c(C)noc3n2)c(C)s1
→ -0.6	-3.8	-0.3
- CC(CN1CCOCC1)NC(=O)N1CCCc2cc(F)c(F)cc21 (stereo unspecified)
→ 0.9	nt	-4.6
- O=C(c1ccc(C(F)(F)F)c(F)c1)N1CCC(c2ccc(F)cc2)CC1
→ -7.5	nt	-4.4
- O=C(C1CCN(S(=O)(=O)c2ccc(F)c(Cl)c2)CC1)N1CCc2sccc2C1
→ 0.3	nt	-6.1
- Cc1cc(C)cc(Nc2nnc(-c3ccccc3)c(=O)[nH]2)c1
→ 23.8	nt	3.5
- CCOC(=O)CCNC(=O)CCc1ccc(-c2ccc(F)cc2)n1-c1ccc(NC(C)=O)cc1
→ 5.1	-7.6	-8.1
- Cc1ccc(C(=O)N2CCN(c3nc(-c4cccc(C(F)(F)F)c4)nc(C)c3C)CC2)cc1[N+](=O)[O-]
→ -5.0	-3.2	-4.4
- CCOC(=O)c1c(NC(=O)c2cccc(F)c2)sc(C(=O)Nc2ccc(OC)cc2)c1C
→ -3.9	-4.8	-8.5
- COCCn1cnc2cnc(Nc3ccccc3Cl)cc21
→ 4.1	-5.8	-6.7
- CCOC(=O)C1(CCOc2ccccc2)CCN(Cc2cccc(C)n2)CC1
→ 4.5	nt	-5.7

In a second layout: results already given.
SMILES: Cc1cc(C)cc(Nc2nnc(-c3ccccc3)c(=O)[nH]2)c1
  NPYLR7 agonist: 23.8
  mcGAS lum: nt
  hcGAS lum: 3.5

SMILES: CCOC(=O)CCNC(=O)CCc1ccc(-c2ccc(F)cc2)n1-c1ccc(NC(C)=O)cc1
  NPYLR7 agonist: 5.1
  mcGAS lum: -7.6
  hcGAS lum: -8.1

SMILES: Cc1ccc(C(=O)N2CCN(c3nc(-c4cccc(C(F)(F)F)c4)nc(C)c3C)CC2)cc1[N+](=O)[O-]
  NPYLR7 agonist: -5.0
  mcGAS lum: -3.2
  hcGAS lum: -4.4

SMILES: CCOC(=O)c1c(NC(=O)c2cccc(F)c2)sc(C(=O)Nc2ccc(OC)cc2)c1C
  NPYLR7 agonist: -3.9
  mcGAS lum: -4.8
  hcGAS lum: -8.5

Next records follow:
Order of results: NPYLR7 agonist	mcGAS lum	hcGAS lum
- CCc1nnc(-n2nc(C)cc2C)n1N
→ 1.5	-4.0	-4.4
- COC(=O)C1CC(O)C(N2CCN(c3cc(F)ccc3F)CC2)C1 (stereo unspecified)
→ 9.7	-14.8	-18.4
- Cc1cc(C)n2cc(CSc3ncn[nH]3)nc2n1
→ 5.1	nt	-10.9
- O=C(O)c1cc(S(=O)(=O)Cl)ccc1F
→ 0.5	nt	0.3
- O=C1c2ccccc2CC2CC=CCC12 (stereo unspecified)
→ 2.3	-6.0	-13.8
- CC1(C(=O)NS(=O)(=O)c2ccccc2C(F)(F)F)CCN1C(=O)CCC1CCCC1 (stereo unspecified)
→ 3.6	nt	-4.2
- COc1cc(NC(=O)CCC2CCCN(C(=O)CCc3cccnc3)C2)cc(OC)c1 (stereo unspecified)
→ 3.3	nt	-11.8
- O=C1C2C3C=CC(C3)C2C(=O)N1c1ccc(Cl)c(Cl)c1 (stereo unspecified)
→ -3.5	nt	1.9
- O=C(C=Cc1ccc(Br)o1)Nc1nccs1
→ -13.3	nt	-6.6
- COc1ccc(-c2csc(-n3[nH]c(C)c(N=Nc4ccccc4O)c3=O)n2)cc1
→ -2.6	-3.7	-7.6
- COCCN1C(=O)N(CCc2ccc(OC)cc2)C2(CCN(Cc3ccsc3)CC2)C1=O
→ 7.3	-15.8	-6.6
- COc1ccc(CC(=O)N2CC(=O)NCC(C)(C)C2)cc1
→ 20.9	-6.0	2.5
- Cc1ccc(-n2nc(C)c(-c3ccccc3)c2NC(=O)CN(C(=O)COc2ccc(Cl)cc2)C(C)C)cc1
→ 4.1	-4.7	-10.9
- Cc1cc(C(=O)N2CCN(Cc3nnnn3-c3ccccc3)CC2)no1
→ -5.0	-7.7	-10.0
- O=C(C1CCCC1)N1CCCC(OCc2ccc(F)cc2)C1 (stereo unspecified)
→ 5.9	-3.1	-4.0
- CC(=O)OC(C)(C)C(=O)N1CCC(n2c(=O)oc3cc(C)ccc32)CC1
→ 4.5	-7.6	-12.2
- CNS(=O)(=O)CC1CCCN1c1ccccn1 (stereo unspecified)
→ 1.7	nt	-21.2
- Cc1ccccc1-c1nn[nH]n1
→ -10.3	-1.1	3.5
- O=C(NCc1ccc2c(c1)OCO2)c1cccnc1N1CCN(C(=O)NCCCc2ccccc2)CC1
→ 2.9	-5.5	-6.8
- CN(CC(=O)NNC(=O)Cc1c[nH]c2ccccc12)S(=O)(=O)c1ccc(Cl)cc1
→ 1.1	-8.9	-4.5
